MOR-DOR inv ag – inverse agonists of human mu-delta opioid receptor heterodimerization; cell-based MOR-DOR heterodimer luminescence, inverse agonism; inhibition, % at 9.3 µM; hit rate 0.21% among 340,000; in the data active = inhibition above about 22%, passing the limit was not always enough;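 note: 0% = cells with DMSO and 100% = wells without cells with DMSO; values of inactives mirror those of a sister screen read the other way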
Target sequence (P35372 whole entry, looked up): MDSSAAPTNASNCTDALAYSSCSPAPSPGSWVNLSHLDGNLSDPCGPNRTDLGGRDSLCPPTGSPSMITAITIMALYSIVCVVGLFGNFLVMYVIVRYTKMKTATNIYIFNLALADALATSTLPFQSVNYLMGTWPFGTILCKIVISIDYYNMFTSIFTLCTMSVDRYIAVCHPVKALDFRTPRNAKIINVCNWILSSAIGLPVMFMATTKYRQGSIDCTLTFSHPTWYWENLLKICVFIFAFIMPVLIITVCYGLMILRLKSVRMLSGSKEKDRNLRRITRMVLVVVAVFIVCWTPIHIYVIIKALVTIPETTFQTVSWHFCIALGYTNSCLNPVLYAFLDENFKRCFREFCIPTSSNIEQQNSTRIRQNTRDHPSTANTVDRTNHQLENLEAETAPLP
Target sequence (P41143 whole entry, looked up): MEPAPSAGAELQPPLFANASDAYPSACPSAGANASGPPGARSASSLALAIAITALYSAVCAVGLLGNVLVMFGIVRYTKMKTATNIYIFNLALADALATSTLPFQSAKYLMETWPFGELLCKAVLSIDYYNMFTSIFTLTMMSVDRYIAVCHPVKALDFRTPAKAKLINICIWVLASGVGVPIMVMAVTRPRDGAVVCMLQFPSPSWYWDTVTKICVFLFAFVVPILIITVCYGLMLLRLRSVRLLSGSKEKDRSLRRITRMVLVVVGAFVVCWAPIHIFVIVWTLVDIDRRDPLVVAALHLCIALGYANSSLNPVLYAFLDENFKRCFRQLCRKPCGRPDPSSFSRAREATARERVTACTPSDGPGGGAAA
Wnt act – activates Wnt/beta-catenin signaling in a reporter cell assay. activator, plate reader. activation, % at 9.35 µM. hit rate 1.2% among 300,000; in the data active = activation above about 30%, passing the limit was not always enough; inconclusive = no clear call, values can overlap the other calls;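 note: 0% = neutral control wells and 100% = positive control wells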
RTF Ca sens act – increases calcium sensitivity of human cardiac regulated thin filaments | P19429+P45379 | IANBD-labeled TnC RTF fluorescence at EC20 calcium; 0% EC20 calcium, 100% full calcium | activation, % at 7.2 µM | hit rate 0.24% among 340,000 | AID 493008;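 active = activation above the mean over all tested compounds plus 3 SD, cut at about 30% in these data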;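 note: rise in fluorescence read as greater calcium sensitivity of cardiac thin filaments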
MOR-DOR ag – OPRM1-OPRD1 heterodimerization agonism; P35372+P41143; activation, % at 9.3 µM; cells, luminescence; AID 504326; hit rate 0.3% among 340,000; in the data active = activation above about 18%;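 note: 0% = vehicle-treated cells and 100% = reference agonist; values of inactives mirror those of a sister screen read the other way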
V-ATPase pHluor – regulators of yeast V-ATPase proton transport | S. cerevisiae, pHLuorin cytosolic pH fluorescence | response, % at 10 µM | hit rate 0.37% among 350,000 | AID 504577; in the data active = response mostly above about 7.3%, no sharp cut-off; inactive = mostly below about 5.4%; note: actives read high; inactives centre near 0; some compounds called inactive have numbers as strong as hits; reference of the scale not given here
Cardiac RTF inh – cardiac RTF calcium desensitization. P19429+P45379. IANBD-labeled cardiac RTF, Ca2+ fluorescence. inhibition, % at 7.15 µM. hit rate 0.12% among 340,000;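 active = inhibition above the mean inhibition of all tested compounds plus 3 SD, cut at about 17% in these data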;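 note: assay run at fixed EC70 calcium of 1.6 mM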
Pemphigus Ab inh – inhibitors of pemphigus antibody binding to human desmoglein-3; P32926; binding (percent of control), % at 10 µM; AID 588358; DSG3-coupled beads, scFv-anti-DSG3-GFP binding, flow cytometry; hits give low values; hit rate 0.48% among 310,000;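 active = binding more than 3 SD below its plate's average and above zero; inconclusive = below that plate limit but binding exactly zero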;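 note: hits lower antibody fragment binding to DSG3; some compounds called inactive have numbers as strong as hits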
C-LANA FP – KSHV C-LANA DNA binding inhibition; inhibition, % at 9 µM; AID 504423; hit rate 0.078% among 340,000; MBP-C-LANA/FAM-LBS DNA binding, fluorescence polarization;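 active = highest replicate inhibition at or above 60% at 9 µM, even if other replicates fall short; inactive = all replicates below 60% inhibition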;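 note: 0% = neutral control wells and 100% = 4 µM acridine orange control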
Arrestin-AP2 inh – human beta-arrestin and AP2 interaction inhibition. FITC-arrestin peptide / GST-AP2 beads, flow cytometry; AP2 beta2 appendage carries R879A mutation. inhibition, % at 10 µM. hit rate 0.31% among 340,000;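 active = inhibition above a set limit, near 3 SD of compounds lacking own fluorescence, cut at about 54% in these data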;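 note: plate controls were DMSO wells for no effect and 5 µM unlabelled arrestin peptide for full effect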
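Assay system: GST-AP2 R879A bound to glutathione beads, E. coli-expressed; Medium: PBS with 0.05% Tween 20 and 0.1% BSA; Also added: fluorescein-tagged arrestin peptide at 50 nM final; Timing: 12 min plus 1 h, RT; Measured by: flow cytometry, FL1 (488/535 nm); Evaluation: percent drop in bead-associated FITC signal.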
Keap1 Nrf2 FP – disrupts human Keap1 binding to Nrf2 peptide. Q14145. inhibition, % at 9.4 µM. hit rate 0.15% among 340,000. Keap1 Kelch-Nrf2 peptide fluorescence polarization, 1536-well. AID 504523; in the data active = inhibition above about 12%; inconclusive = no clear call, values can overlap the other calls; inactive = below about 7.3%;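 note: human Keap1 Kelch domain with fluorescein labeled Nrf2 9mer peptide probe; 0% = neutral control wells and 100% = peptide positive control; higher means more block of Keap1 binding to Nrf2 peptide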
Starred values were filed as active, the others as inactive; ? = inconclusive; . = no result given.

mol,MOR-DOR inv ag,Wnt act,RTF Ca sens act,MOR-DOR ag,V-ATPase pHluor,Cardiac RTF inh,Pemphigus Ab inh,C-LANA FP,Arrestin-AP2 inh,Keap1 Nrf2 FP
Cc1cccc(OCC(=O)Nc2cccc(O)c2)c1,12,34*,-1,-2.5,3,-5,.,1.3,2,-3
CC(=O)N1CCc2cc(S(=O)(=O)NC(C)c3ccccc3)ccc21 (centres undefined),2,-1,7,-0.4,2,5,107,-0.4,-7,-5
COC(=O)c1cccc(NC(=O)c2nn(C(C)C)c(=O)c3ccccc23)c1,5,.,-1,-0.9,2,-3,98,1.2,25,2
CC(C)(C)c1ccc(CSc2nnc(-c3ccccn3)n2Cc2ccco2)cc1,-24,.,-5,4.5,2,-1,68,-2.0,-9,-7
Cc1ccc(C)c(NC(=S)NC2CC3CCC(C2)N3Cc2ccco2)c1 (centres undefined),1,-1,0,-0.2,-4,0,80*,1.3,37,-4
CN(C)CCCNc1oc(-c2ccc(Cl)cc2)nc1S(=O)(=O)c1ccccc1,-3,-4,2,0.8,5,-3,103,0.9,21,-2
S=C(NCCc1c[nH]c2ccccc12)NC1CCCC1,4,8,5,-0.5,0,-12,103,-0.1,4,-3
O=C1COc2ccc(C(=O)COc3ccc(Cl)cc3Br)cc2N1,-21,0,-6,4.1,-6,-14,102,-2.9,13,-1
COc1ccc(NC(=O)CNc2cccc(C#N)c2)cc1Cl,2,0,4,-0.3,-1,-10,90,1.1,3,0
Cc1ccc(NC(=O)C2CCC(N3C(=O)C4CCCCC4C3=O)CC2)cc1 (centres undefined),12,-3,5,-2.1,3,-2,106,-0.7,25,4
COCCOCCOCCC(=O)NC1CC2CCC1(C)C2(C)C (centres undefined),19,.,-3,-3.5,-2,-1,105,2.7,7,-2
N#C/C(=C\C1=C(N2CCOCC2)C(=C/c2cccc([N+](=O)[O-])c2)/CC1)C(=O)Nc1ccccc1F,14,2,6,-2.8,-2,2,94,1.3,5,-3
COc1ccc(N/C(C)=C/C(=O)c2ccccc2)cc1,6,24,8,-1.2,-1,9,101,1.4,45,1
CSc1nccc(-c2c(-c3ccc(Cl)cc3)noc2C)n1,-31,-3,0,6.2,7,-8,.,0.2,38,-4
O=C(Nc1ncc(S(=O)(=O)c2ccc([N+](=O)[O-])cc2)s1)c1ccc2ccccc2c1,-36,.,2,6.5,1,6,123,-0.3,4,-3
Cc1nc(SCC(=O)Nc2cc(C)on2)c2c3c(sc2n1)CCCC3,-13,.,8,2.2,0,-7,105,0.8,-11,-1
Cc1noc(C)c1CSCC(=O)Nc1nc2ccccc2s1,0,3,2,-0.1,-4,-2,111,-0.4,-7,5
COc1ccccc1NC(=S)N1CCN(Cc2ccc3c(c2)OCO3)CC1,11,-1,5,-2.2,0,-4,103,1.5,27,5
O=S(=O)(Nc1nc2ccccc2nc1Nc1cccc(S(=O)(=O)N2CCCCC2)c1)c1ccccc1,-45,-4,-4,8.4,1,-16,122,0.7,-10,0
Cc1cc(C)cc(Oc2nc3c(C)cccn3c(=O)c2/C=C(\C#N)C(=O)NC2CCS(=O)(=O)C2)c1 (centres undefined),0,0,-1,-0.1,6,1,93,0.0,77*,0
O=C(Nc1cc(C(F)(F)F)ccc1N1CCOCC1)c1n[nH]c(=O)c2ccccc12,-1,-6,-3,0.1,0,-13,104,-0.9,-1,6
COc1ccc(C2CC(c3cccs3)=NN2C(=O)CCC(=O)O)cc1 (centres undefined),11,0,2,-2.3,-1,10,114,1.8,-1,-3
COC(=O)[C@@H](Cc1c[nH]c2ccccc12)NCc1ccc(B(O)O)cc1,12,4,-1,-2.6,-1,1,113,-1.7,0,4
O=C(CCc1ccccc1)Nc1ccc(N2CCCCC2)cc1,-5,.,2,1.0,-2,3,128,-0.4,13,-2
CCC(=O)Nc1cccc(-c2nnc(SCC(=O)c3ccccc3)n2C)c1,14,2,0,-2.2,4,-29,104,3.3,-7,-1
CCCCc1ccc(NC(=O)CC(C)=O)cc1,13,.,2,-2.5,-2,-9,100,0.3,-4,2
CC(C)(C)NC(=S)NC1CC1,2,2,6,-0.3,-2,1,110,1.3,11,-1
CN1/C(=C\C=N\NC(=O)c2cccnc2)C(C)(C)c2ccccc21,0,1,4,0.1,2,4,94,-2.5,25,0
CC(=O)Nc1ccc(C(=O)NNC(=O)c2cc([N+](=O)[O-])cc([N+](=O)[O-])c2)cc1,-21,-3,2,3.4,2,7,94,0.3,12,2
COc1ccccc1/C=N/NC(=O)CN(C1=NS(=O)(=O)c2ccccc21)c1ccccc1,0,.,1,0.0,-1,-6,.,0.4,10,2
COc1ccc(NC(=O)c2ccccc2NC(=O)c2ccco2)cc1,-14,0,-5,1.7,0,-2,135,3.1,-1,-7
CCc1nc2ccc(C(=O)N(C)CC(=O)Nc3cccc(F)c3)cc2nc1CC,0,-2,0,0.1,3,-4,.,3.1,17,-1
Cc1nc(SCc2ccc(Br)cc2)[nH]c(=O)c1C,6,12,0,-1.1,4,-1,.,0.3,0,-1
c1ccc(Nc2nc(-c3ccncc3)cs2)cc1,2,.,-1,-0.4,-1,10,107,-0.2,21,-2
O=C(CCc1nnc2ccc(NCc3ccco3)nn12)N1CCCCC1,9,0,4,-1.6,-1,-1,.,2.7,-1,-4
Nc1c(-c2ccccc2)cnn1-c1cccc([N+](=O)[O-])c1,3,?,-2,-0.6,-1,1,100,-1.2,16,2
C=CCn1c(C)cc(C(=O)COC(=O)[C@@H](NC(=O)c2ccccc2Cl)C(C)C)c1C,-1,11,3,0.2,0,13,97,1.3,3,3
O=C(O)c1nsc(Cl)c1Cl,17,-1,2,-2.9,0,7,.,1.1,9,-5
CC(C)c1nnc(N2C(=O)c3oc4ccccc4c(=O)c3C2c2ccco2)s1 (centres undefined),-7,0,-3,1.7,5,1,.,0.4,17,0
CN1CCN(S(=O)(=O)c2ccc(Br)c3ccccc23)CC1,5,-1,-7,-1.0,2,-8,118,5.5,-1,3
COc1cccc(CNC(=O)COC(=O)c2cccc(S(=O)(=O)N3CCN(C(C)=O)CC3)c2)c1,15,1,6,-3.8,-1,-3,100,-0.8,1,-1
COC(=O)[C@@H]1[C@@H](C#N)C2(c3ccccc3-c3ccccc32)N(c2ccc(Cl)cc2)N1C#N,-52,7,-2,10,0,4,109,-0.9,-2,-6
O=C(CN1C(=O)c2ccccc2S1(=O)=O)NC(Nc1ccccc1F)C(Cl)(Cl)Cl (centres undefined),0,-1,-4,-0.1,2,-10,98,0.5,3,0
COc1ccc(-c2n[nH]c(=S)n2Cc2ccco2)cc1,4,.,6,-0.7,-5,-4,97,1.1,-17,-5
CC(NC(=O)NC(=O)c1ccc(F)cc1)C1CC1 (centres undefined),-5,18,-3,1.3,-2,0,.,0.2,-7,-1
CN(Cc1ccccc1)C(=O)c1nc2ccccn2c1CN1CCc2sccc2C1,2,-1,0,-0.5,-2,-6,106,-0.6,31,-1
Cc1c(NS(=O)(=O)c2cccs2)cccc1-c1nc2cccnc2s1,-2,8,-2,0.3,-1,-22,94,-0.2,-3,-6
Cc1ccc(-c2ccc(CCC(=O)O)n2CC2CCCO2)cc1 (centres undefined),11,.,4,-2.0,2,-24,.,2.1,17,-1
Fc1ccc(C(CCNCc2cccs2)c2ccco2)cc1 (centres undefined),-18,-1,4,3.7,3,4,.,6.8,-3,-2
O=C1N/C(=C/c2cccn2-c2ccc(F)cc2)C(=O)N1Cc1ccccc1,-20,.,10,3.7,-4,-17,103,-0.5,-6,6
Cc1n[nH]c(=S)n(/N=C/c2cccc([N+](=O)[O-])c2)c1=O,8,7,8,-1.7,3,-5,101,0.8,4,-7
CCc1ccccc1NC(=O)CNC(=O)CSC(=S)N1CCCC1,2,-1,-4,-0.5,-3,8,98,1.4,18,1
CCOc1ccc(NC(=O)COc2nsnc2N2CCOCC2)cc1,19,5,-5,-3.6,1,5,97,-1.9,0,-2
CCOC(=O)N(Cc1ccccc1)C1CC1,-14,20,-7,2.7,-1,0,96,4.5,-15,-4
CCOC(=O)Cn1ccc(NC(=O)COc2ccc(F)cc2F)n1,19,1,-6,-3.6,1,-8,.,-0.8,-11,5
C[C@H](Nc1ncnc2sc3c(c12)CCC3)C(=O)O,11,.,1,-2.0,2,-2,104,-1.2,3,-2
CCNC(=O)c1ccccc1NC(=O)C1CC(=O)N(C(C)C)C1 (centres undefined),16,0,0,-3.3,2,-6,101,0.9,6,-2
COc1ccc(C(=O)CSc2nnc(NC(=O)C3CC(=O)N(c4ccccc4)C3)s2)cc1 (centres undefined),0,-2,-4,-0.1,-2,1,81,-0.5,-4,-3
C=CCSc1nc2ccccc2c(=O)n1Cc1ccccc1,16,-1,1,-3.1,-2,0,86,0.7,11,0
CCn1ncc(/C=N\NC(=O)c2cc(-c3ccc(C)cc3C)nc3ccccc23)c1C,7,-22,-2,-1.2,-2,0,92,0.3,9,1

Further entries follow.
mol,MOR-DOR inv ag,Wnt act,RTF Ca sens act,MOR-DOR ag,V-ATPase pHluor,Cardiac RTF inh,Pemphigus Ab inh,C-LANA FP,Arrestin-AP2 inh,Keap1 Nrf2 FP
O=C(O)c1cncc(Br)c1,17,0,-3,-3.3,-4,-3,91,-1.0,14,-3
CCOc1ccc(S(=O)(=O)NCCC(=O)N2CCN(c3ccccc3O)CC2)cc1,-2,1,-8,0.3,-5,-8,107,-0.2,4,-2
O=C(Nc1ccc(C(=O)N2CCCC2)cc1)c1ccc(F)cc1Cl,13,-1,0,-2.6,4,7,99,-0.5,6,-3
Cc1cc(CNC(=O)C(C)n2nc(C)c([N+](=O)[O-])c2C)c2ccccc2n1 (centres undefined),13,-2,4,-2.6,3,-3,116,-0.8,11,2
O=S(=O)(c1ccccc1)c1nc(NCc2cccnc2)sc1Cl,3,-1,4,-0.7,-3,-7,.,2.5,14,-5
Cc1cc2c(c(SCC(=O)NCc3ccccc3Cl)n1)C(=O)OC2,6,-2,5,-1.2,-2,-14,113,0.5,12,1
Cn1c2c(c(=O)n(C)c1=O)C(c1ccc(Cl)cc1)C(C#N)=C(N)O2 (centres undefined),19,-4,-2,-3.5,-1,-9,103,0.1,-13,0
COc1ccccc1CC(=O)Nc1ccc(Cl)cc1C(=O)O,7,0,8,-1.2,-1,-31,101,1.0,-5,-9
CCOC(=O)Cc1csc(NC(=O)CCSc2ccccc2)n1,13,4,-7,-2.6,7,2,110,-1.9,-16,-4
Cc1ccc(-n2nc(C(=O)N3CCN(C)CC3)c3c4ccccc4n(C)c3c2=O)cc1,-3,.,3,0.5,0,-4,111,0.0,4,0
